# Bcl-B Bim block: inhibitors of Bim-Bcl-B binding, primary screen, biochemical, multiplexed, human Bcl-2 family | Bcl-2-like protein 10 (Homo sapiens), Q9HD36 | bead-based flow cytometry, Bim peptide-Bcl-B binding | inhibition, % at 10 µM | hit rate 0.073% among 190,000 | AID 951, 2007;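 further: 0% = tracer peptide without compound and 100% = reference inhibitor peptide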
# Target sequence (Q9HD36 whole entry, looked up): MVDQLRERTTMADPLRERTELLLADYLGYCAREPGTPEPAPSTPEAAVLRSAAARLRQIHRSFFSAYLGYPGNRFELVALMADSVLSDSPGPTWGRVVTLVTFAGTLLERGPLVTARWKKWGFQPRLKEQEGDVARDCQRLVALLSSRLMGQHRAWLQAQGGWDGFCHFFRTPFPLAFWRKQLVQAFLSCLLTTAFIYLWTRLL
# Bcl-2 Bim block: inhibitors of Bim-Bcl-2 binding, primary screen, biochemical, multiplexed, human Bcl-2 family | Apoptosis regulator Bcl-2 (Homo sapiens), P10415 | Bead-based flow cytometry, Bim peptide-Bcl-2 binding | inhibition, % at 10 µM | hit rate 0.06% among 190,000 | AID 950, 2007; in the data active means inhibition above about 40%; inconclusive means no clear call, values can overlap the other calls;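 further: 0% = no compound wells with probe peptide and 100% = reference peptide inhibitor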
# Target sequence (P10415 whole entry, looked up): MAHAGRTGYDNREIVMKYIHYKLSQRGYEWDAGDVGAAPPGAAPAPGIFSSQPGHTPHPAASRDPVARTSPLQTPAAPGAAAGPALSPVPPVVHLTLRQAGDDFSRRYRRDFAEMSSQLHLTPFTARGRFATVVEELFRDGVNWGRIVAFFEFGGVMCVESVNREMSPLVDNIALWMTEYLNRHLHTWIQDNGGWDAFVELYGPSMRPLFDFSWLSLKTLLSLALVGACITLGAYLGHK
# ABCG2 inh: ABCG2 efflux pump inhibitors, primary screen, multiplex with ABCB1, IgMXP3 cells, flow cytometry. JC-1 efflux. inhibition, % at 6.6 µM. AID 1325, 2008. hit rate 0.1% among 190,000;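 active means inhibition above 80%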;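 further: 0% = DMSO and 100% = nicardipine control wells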
# Target sequence (Q9UNQ0 whole entry, looked up): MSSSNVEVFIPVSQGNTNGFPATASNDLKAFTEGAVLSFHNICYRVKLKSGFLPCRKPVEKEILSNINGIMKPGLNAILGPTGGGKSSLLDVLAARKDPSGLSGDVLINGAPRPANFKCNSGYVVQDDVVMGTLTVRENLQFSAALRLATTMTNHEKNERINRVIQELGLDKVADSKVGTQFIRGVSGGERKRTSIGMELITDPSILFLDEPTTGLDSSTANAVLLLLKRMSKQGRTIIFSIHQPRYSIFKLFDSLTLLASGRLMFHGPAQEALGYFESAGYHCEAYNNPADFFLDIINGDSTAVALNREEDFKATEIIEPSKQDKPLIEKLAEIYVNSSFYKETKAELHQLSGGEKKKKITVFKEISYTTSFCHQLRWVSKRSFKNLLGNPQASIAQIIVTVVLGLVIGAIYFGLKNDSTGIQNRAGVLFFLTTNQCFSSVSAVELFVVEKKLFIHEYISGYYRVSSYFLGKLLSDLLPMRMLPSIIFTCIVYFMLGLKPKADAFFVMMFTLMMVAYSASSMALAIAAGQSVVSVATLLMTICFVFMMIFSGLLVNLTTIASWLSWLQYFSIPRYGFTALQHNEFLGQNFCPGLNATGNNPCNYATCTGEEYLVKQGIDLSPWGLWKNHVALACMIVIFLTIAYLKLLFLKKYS
#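 Test system: ABCG2 IgMXP3 and barcoded ABCB1 CCRF-Adr cell mix; Schedule: cells with compound and JC-1, 10 min at 25 °C, rotating, no wash; Technique: flow cytometry of retained JC-1 fluorescence; Measure: % inhibition of efflux relative to nicardipine and DMSO; Controls: nicardipine high and DMSO low controls.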
# RGS4-Gao reg: modulators of RGS4 binding to Galphao, primary screen, biochemical, multiplexed bead flow cytometry | binding response (% of control), % at 10 µM | Guanine nucleotide-binding protein G(o) subunit alpha (Homo sapiens), P09471 | actives lie on both sides | hit rate 0.33% among 220,000; in the data active means binding response below about 49% or above about 150%; inactive means in between;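 further: fluorescent Galphao activated with aluminum fluoride binding bead-coupled RGS4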
# RGS7-Gao reg: RGS7-Galphao binding modulators, primary screen, biochemical, multiplexed bead flow cytometry; Guanine nucleotide-binding protein G(o) subunit alpha (Homo sapiens), P09471; actives lie on both sides; binding response (% of control), % at 10 µM; hit rate 0.35% among 220,000; AID 1439, 2008; in the data active means binding response below about 49% or above about 150%; inconclusive means no clear call, values can overlap the other calls; inactive means in between;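 further: fluorescent Galphao held in activated GDP-AlF4 state binding bead-coupled RGS7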
# Bcl-XL Bim block: inhibitors of Bim-Bcl-XL binding, primary screen, biochemical, multiplexed, bead flow cytometry, human Bcl-XL. Bim peptide-Bcl-XL binding, fluorescence. AID 1007, 2008. hit rate 0.04% among 190,000. Bcl-2-like protein 1 (Homo sapiens), Q07817. inhibition, % at 10 µM
# ABCB1 block: ABCB1 efflux pump inhibitors, primary screen, cell-based, multiplex, flow cytometry, ABCG2 counter-screen; ATP-dependent translocase ABCB1 (Homo sapiens), P08183; CCRF-Adr cells, JC-1 efflux; inhibition, % at 6.6 µM; hit rate 0.067% among 190,000; AID 1326, 2008; in the data active means inhibition above about 40%;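 further: 0% = vehicle and 100% = reference inhibitor; higher value means more JC-1 retained so stronger ABCB1 efflux block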
# RGS8-Gao: RGS8-Galphao binding modulators, primary screen, biochemical, multiplexed bead flow cytometry; Guanine nucleotide-binding protein G(o) subunit alpha (Homo sapiens), P09471; actives lie on both sides; response (percent of control binding), % at 10 µM; hit rate 0.34% among 220,000; AID 1423, 2008; in the data active means response below about 60% or above about 140%; inactive means in between;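 further: Galphao activated as the GDP aluminium fluoride complex binding bead-coupled RGS8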
# Bim-Mcl-1: inhibitors of Bim peptide binding to Mcl-1, primary screen, biochemical, bead-based flow cytometry, multiplex; Induced myeloid leukemia cell differentiation protein Mcl-1 (Homo sapiens), Q07820; Bim peptide-Mcl-1 binding; inhibition, % at 10 µM; hit rate 0.1% among 190,000; AID 1009, 2008;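 further: 0% = no compound tracer wells and 100% = peptide blocker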
# Bfl-1 Bim block: inhibitors of Bim binding to Bfl-1, primary screen, biochemical, multiplexed, bead-based flow cytometry | hit rate 0.12% among 190,000 | Bcl-2-related protein A1 (Homo sapiens), Q16548 | AID 1008, 2008 | Bim-Bfl-1 binding inhibition | inhibition, % at 10 µM;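 further: 0% = wells without compound plus tracer and 100% = blocker peptide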
# Bcl-W Bim block: inhibitors of Bim binding to Bcl-W, primary screen, biochemical, multiplexed, bead-based flow cytometry. Bcl-2-like protein 2 (Homo sapiens), Q92843. Bim peptide-Bcl-W binding. inhibition, % at 10 µM. hit rate 0.02% among 190,000. AID 952, 2007;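 further: 0% = bound tracer without compound and 100% = peptide blocker; higher means less fluorescent Bim peptide bound to Bcl-W beads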
# * marks the source's active call; other numbers are inactive results; ? = inconclusive; nt = not tested or not shown. Unless noted, no stated cut-off is given here; in the data, active means inhibition above about 40%. Hits appear at their usual frequency. About 0.94% of those tested had a hit in this group.
SMILES,Bcl-B Bim block,Bcl-2 Bim block,ABCG2 inh,RGS4-Gao reg,RGS7-Gao reg,Bcl-XL Bim block,ABCB1 block,RGS8-Gao,Bim-Mcl-1,Bfl-1 Bim block,Bcl-W Bim block
Cc1oc2c(C)c3oc(=O)c4c(c3cc2c1C)CCC4,-7,-8,0,101,99,-6,0.0,103,0,-9,0
COCCCn1c(Cc2ccccc2)nnc1SCC(=O)N1CCCCC1,3,3,0,118,115,10,0.4,106,6,7,9
COC(=O)c1ccc(-c2nn(C)c(=O)c3ccccc23)cc1,0,-5,2,103,102,4,0.4,102,4,-7,5
CC(=O)/C(N=Nc1ccc2c(c1)OCCO2)=C(\C)O,-2,-4,5,103,100,0,0.9,105,-1,-9,-2
CC(=O)NC1(c2ccc(F)cc2)CCN(C(=O)Nc2ccc(F)cc2F)CC1,2,0,1,100,99,2,0.2,101,0,-2,-1
C=CCn1c(SC/C=C/c2ccccc2)nnc1-c1sc(N)nc1C,0,0,2,101,101,2,0.3,99,-2,0,0
COc1ccc(-c2[nH]ncc2-c2ccc3c(c2)OCCO3)c(O)c1,-3,-7,11,102,101,-3,0.9,108,-2,-2,0
O=C1S/C(=C\C=C\c2ccco2)C(=O)N1c1ccc(O)cc1,-6,1,-8,93,87,-8,-1.2,100,-3,2,-8
CC(=O)Nc1ccc(OCC(=O)NCc2ccccc2)cc1,-4,-4,2,95,95,-3,0.7,95,-3,-5,-3
COc1ccc(N2CCN(C(=O)C(OC(C)=O)c3ccccc3)CC2)cc1 (stereo not drawn),-7,-8,-2,100,99,-7,0.2,101,0,-13,0
O=C(COC(=O)Cc1ccc(Cl)cc1)Nc1cc(S(=O)(=O)N2CCOCC2)ccc1N1CCCC1,-11,-7,-1,100,102,-14,1.3,103,-19,-7,-13
Cc1ccccc1S(=O)(=O)Cc1ccc(C(=O)O)o1,-6,-7,0,101,99,-12,-0.1,101,-2,-11,0
O=C(NC(=O)c1ccccc1)OCC(F)(F)F,1,1,2,101,96,0,0.4,98,1,0,0
C=CCNC(=O)NS(=O)(=O)c1ccc(C)cc1,-9,-8,0,101,103,-5,0.1,98,-1,-11,-1
Cc1ccccc1CN1C(=O)C2(OCCCO2)c2ccccc21,-4,-3,1,107,103,-2,0.5,103,-1,-2,-1
COC(=O)N/N=C(C)\C=C\c1ccco1,-4,-4,2,102,103,-3,0.3,95,2,-16,-1
Clc1ccc2noc(-c3ccccc3)c2c1,-7,-6,1,100,96,-6,0.2,101,0,-11,0
COc1ccc(CCn2c(C)cc(C(=O)CSc3nnc(N)s3)c2C)cc1,-8,-6,5,101,99,-5,0.7,99,-4,-3,-4
Cc1ccnc(NC(=O)CCC(=O)N(CC(=O)NCCc2ccccc2)Cc2ccco2)c1,0,-1,2,93,93,-2,0.2,94,-1,-1,-2
Cc1ccc(NC(=O)CSc2nnc(CNC(=O)c3ccccc3F)o2)cc1,1,0,16,101,103,1,0.6,100,-3,6,2

# Arranged by value in RGS7-Gao reg (largest number first): 3 of the compounds above.
SMILES | RGS7-Gao reg
O=C(COC(=O)Cc1ccc(Cl)cc1)Nc1cc(S(=O)(=O)N2CCOCC2)ccc1N1CCCC1 | 102
C=CCn1c(SC/C=C/c2ccccc2)nnc1-c1sc(N)nc1C | 101
O=C(NC(=O)c1ccccc1)OCC(F)(F)F | 96

# The results go on:
SMILES,Bcl-B Bim block,Bcl-2 Bim block,ABCG2 inh,RGS4-Gao reg,RGS7-Gao reg,Bcl-XL Bim block,ABCB1 block,RGS8-Gao,Bim-Mcl-1,Bfl-1 Bim block,Bcl-W Bim block
Cc1cccc(N2C(=O)CC(N3CCN(c4cccc(C(F)(F)F)c4)CC3)C2=O)c1 (stereo not drawn),-6,-5,0,108,105,3,0.0,105,-2,-11,1
CCOC(=O)c1c(C)oc2ccc(O)c(CN(C)C)c12,-6,-5,1,103,101,-2,0.3,104,1,-7,0
Cc1nc(N)c(C#N)c(-c2ccccc2Cl)c1C,-4,-1,2,98,100,-1,0.7,99,-2,-2,-1
Cc1cc(C)n(/N=C/c2ccccc2)c(=O)c1C#N,-8,-7,1,110,106,-2,0.3,104,0,-7,0
O=C(O)C(Cc1ccccc1)N1C(=O)c2ccccc2C1=O (stereo not drawn),-1,0,0,104,108,0,-0.1,105,0,-1,-1
Cc1cc(C)c(-c2csc(NC(=O)C3=NN(c4ccccc4)C(=O)CC3)n2)c(C)c1,-7,-8,3,103,98,-5,0.7,103,-2,-7,-2
CN(C)C(CNC(=O)c1ccc2c(=O)n(-c3ccccc3F)c(=S)[nH]c2c1)Cc1ccccc1 (stereo not drawn),0,-2,-5,108,?,-3,-0.8,106,-9,0,-9
O=C(N/N=C/c1cccc([N+](=O)[O-])c1)c1ccc2nc[nH]c2c1,-6,-4,3,96,97,-16,1.5,95,-6,-3,-3
O=C(O)c1ccc2c(c1)C(=O)N(C(Cc1ccc(O)cc1)C(=O)O)C2=O (stereo not drawn),-2,-3,0,103,104,-1,-0.2,100,5,-11,4
CC(CCc1ccccc1)NC(=O)CCNC(=O)Cn1ccc2ccccc2c1=O (stereo not drawn),-7,-4,1,102,?,-3,0.6,102,-3,-5,-2
Cn1c(Oc2ccc3c(c2)OCO3)nc2c1c(=O)n(Cc1ccccc1)c(=O)n2C,1,-1,1,104,97,0,0.2,102,0,0,0
CCN(CC)C(=O)C(=O)N/N=C/c1cccs1,-4,-5,0,106,108,-5,0.0,105,-2,-12,3
Cc1ccc(C(=O)NNC(=O)Cc2ccccc2)cc1,-11,-11,7,100,101,-15,-0.5,102,-2,-17,-1
OCCC1CN(Cc2cnn(-c3ccccc3Cl)c2)CCN1Cc1ccsc1 (stereo not drawn),-2,0,3,101,?,1,1.0,100,3,-3,0
Cc1ccccc1NC(=O)Cc1nnc(SCC(=O)c2ccc(Br)cc2)n1C,-6,-1,4,104,100,-13,0.5,106,0,-4,6
CC(=O)c1cccc(NC(=O)C2CCN(S(=O)(=O)c3ccc(C)cc3)CC2)c1,-3,0,5,nt,nt,-9,1.2,nt,-1,0,-3
CN(c1ccccc1)c1ccc(/C=N/N2CCOCC2)cc1,-11,-15,15,100,103,-6,0.6,101,-4,1,-4
O=S(=O)(NCC1CCCO1)c1ccc(S(=O)(=O)N(Cc2ccc(F)cc2)Cc2ccccn2)cc1 (stereo not drawn),-9,-2,10,98,99,-5,4.4,99,-2,-7,-6
Cc1cc(OCc2nn[nH]n2)c2c(-c3ccccc3)cc(=O)oc2c1,-6,-6,7,101,100,-11,-1.2,101,-8,-23,-5
CCc1c(C)nc2ncnn2c1N1CCCC(C(=O)NCc2cccs2)C1 (stereo not drawn),0,2,2,102,101,-1,0.4,100,0,-3,1
O=C(CCNc1ccc(Cc2ccncc2)cc1)c1ccc([N+](=O)[O-])cc1,-3,-1,1,100,?,-1,1.3,98,-1,7,-1
COc1cccc(NC(=O)Cn2c(CCC(=O)O)ccc2-c2ccc(Cl)cc2)c1,9,9,4,103,102,6,0.4,104,5,14,7
Fc1ccc2[nH]c3c(N4CCSCC4)ncnc3c2c1,0,0,8,101,99,-3,0.8,104,0,1,-2
Clc1ccc(-c2nc3cnccn3c2NC2CCCC2)cc1,0,-2,7,103,105,2,1.1,104,2,0,1
COCCn1c(NC(=S)NC(=O)C2CC2)cc(=O)[nH]c1=O,-3,-4,7,104,?,-2,3.3,101,2,1,1
CCCCCn1c(NC(=O)c2ccco2)c(S(=O)(=O)c2ccc(C)cc2)c2nc3ccccc3nc21,-3,-1,1,88,96,-6,0.4,86,-2,0,-1
CCOCCCN(C(=O)Cn1nnc2ccccc21)C(C(=O)NCc1ccco1)c1ccncc1 (stereo not drawn),-6,-8,0,95,92,6,0.4,96,0,-8,6
Cc1ccc(SC(C)C(=O)Nc2ccncc2)cc1 (stereo not drawn),-1,-2,1,98,97,-4,0.4,99,-3,-2,-2
Cc1cc(C)cc(Oc2nn[nH]n2)c1,-2,-2,0,99,101,-1,-0.3,94,9,-3,-2
CC(O)c1nc2ccccc2n1CCOc1ccccc1 (stereo not drawn),-6,6,2,102,100,-5,0.4,105,-3,0,-4
CCOC(=O)c1cnc(SCc2nc(N)nc(Nc3ccc(OC)cc3)n2)nc1N,-4,-3,1,111,106,-7,0.3,97,-7,-5,-5
COc1ccc(CC(=O)OCC(=O)c2ccc(OC)cc2)cc1,-5,-4,11,88,89,-6,0.6,96,-4,-3,-4
COc1ccc(S(=O)(=O)CC(=O)Nc2ccccc2Cl)cc1,-2,0,4,99,105,-1,0.3,99,-1,-1,2
CSc1nc(N)c2c(C)c(C)sc2n1,-2,-2,5,97,96,0,0.1,101,-1,0,0
C/C(=N/NC(=O)Nc1ccccc1)c1ccc(C)cc1,-6,-1,23,101,100,-2,0.6,100,-4,-1,-1
COC(=O)CC(NC(=O)C1CC1)c1ccc2c(c1)OCO2 (stereo not drawn),-1,-4,3,101,102,0,0.3,99,1,-6,0
CN(C)/C=N/c1cc(=O)n(Cc2ccccc2)c(=O)n1C,-1,0,3,97,92,-3,0.1,95,0,-3,0
CCSc1cc(N2CCCC2)nc(-c2ccccc2Cl)n1,-3,-5,7,101,103,-4,0.6,102,-5,0,0
CCn1nc(C(=O)NCCc2ccc(S(N)(=O)=O)cc2)c2ccccc2c1=O,-5,-14,1,101,99,-4,0.6,99,-3,-17,2
Nc1cc(N)nc(SCC(=O)c2ccccc2)n1,-7,-5,2,108,109,-2,0.3,102,-3,0,-1
CCN(Cc1ccccc1)C(=O)COC(=O)Cn1cnc2ccccc21,4,2,12,99,?,0,1.4,101,-2,6,0
N=C(N)SCc1cn(-c2ccccc2)nc1-c1ccc(Br)cc1,0,6,2,104,?,2,1.9,105,1,0,1
CC(C)CNC(=O)c1ccccc1NC(=O)CCSc1ccccc1,-4,-3,8,100,101,-4,1.5,100,-4,-2,-2

# Two compounds drawn at random from those above, as already listed:
SMILES,Bcl-B Bim block,Bcl-2 Bim block,ABCG2 inh,RGS4-Gao reg,RGS7-Gao reg,Bcl-XL Bim block,ABCB1 block,RGS8-Gao,Bim-Mcl-1,Bfl-1 Bim block,Bcl-W Bim block
Cc1cc(C)c(-c2csc(NC(=O)C3=NN(c4ccccc4)C(=O)CC3)n2)c(C)c1,-7,-8,3,103,98,-5,0.7,103,-2,-7,-2
CC(CCc1ccccc1)NC(=O)CCNC(=O)Cn1ccc2ccccc2c1=O (stereo not drawn),-7,-4,1,102,?,-3,0.6,102,-3,-5,-2

# Screening data from PubChem BioAssay.
